Assay outcomes: PubChem, several laboratories
AID2073 = inhibitors of Mint1-CaV2.2 protein interaction, biochemical, HTRF (AID 2073). Voltage-dependent N-type calcium channel subunit alpha-1B (Homo sapiens). 0.19% of 290,000 active. HTRF protein-protein interaction, Mint1-CaV2.2; higher % means a stronger effect. inhibition, % at 20 µM; hits with a dose series show IC50 in µM; in the data active means inhibition mostly above about 51%, no sharp cut-off; further: some results filed as inactive read as strong as hits
Rac1 GTP hydrolysis = MgcRacGAP GTPase-activating activity inhibitors, confirmation, biochemical, ADP Hunter fluorescence | MgcRacGAP-stimulated Rac1 GTP hydrolysis, ADP Hunter fluorescence; higher % means a stronger effect; GST-tagged Rac1 F28L mutant substrate | one-dose inhibition, % at 30 µM; IC50 in µM for titrated hits | 0.6% of 340,000 active | AID 624330, 2012;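 active means first-screen hits whose inhibition reached a set limit at any dose in the follow-up dose series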;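 further: fluorescence reports GDP produced by GAP-driven GTP hydrolysis; strong numbers were not always called active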
GPR35 arrestin U2OS = GPR35 antagonists blocking zaprinast-driven arrestin recruitment, primary screen, imaging, U2OS, beta-arrestin-GFP, zaprinast agonist (AID 2058). U2OS GPR35 beta-arrestin-GFP translocation imaging, zaprinast antagonism; higher % means a stronger effect. 0.052% of 290,000 active. G-protein coupled receptor 35 (Homo sapiens). one-dose inhibition, % at 10 µM; IC50 in µM for titrated hits;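 active means inhibition of at least 50% with at least 30 cells and total cytoplasm GFP at most 10,000,000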
GPR55 beta-arrestin = GPR55 agonists via beta-arrestin recruitment, primary screen, imaging, U2OS cells, beta-arrestin-GFP redistribution (AID 1961). U2OS GPR55 beta-arrestin-GFP redistribution imaging; higher % means a stronger effect. 0.048% of 290,000 active. G-protein coupled receptor 55 (Homo sapiens). activation, % at 10 µM, or EC50 in µM where a hit was titrated;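 active means activation above 40% with more than 50 cells counted in the well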;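 further: U2OS osteosarcoma cells stably expressing GPR55 and beta-arrestin-GFP; plate controls were DMSO negative control for no effect and LPI positive control for full effect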
GPR55 LPI antagonism = GPR55 antagonists blocking LPI-driven arrestin recruitment, primary screen, imaging, U2OS, beta-arrestin-GFP, LPI agonist (AID 2013); G-protein coupled receptor 55 (Homo sapiens); U2OS GPR55 beta-arrestin-GFP translocation imaging, LPI antagonism; higher % means a stronger effect; 0.13% of 290,000 active; inhibition, % at 10 µM; hits with a dose series show IC50 in µM;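 active means spots per cell inhibited over 60%, with over 100 cells counted and total cytoplasm intensity under 500,000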;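 further: U2OS cells stably carrying GPR55 and arrestin-GFP stimulated by 5 µM LPI near EC80; imaged beta-arrestin-GFP aggregate spots per cell after agonist stimulation; plate controls were LPI-stimulated DMSO wells for no effect and DMSO wells without LPI for full effect; some results filed as inactive read as strong as hits; confirmed hits need IC50 under 10 µM and bright autofluorescent wells are also inconclusive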
SV40 large T antigen = SV40 large T antigen inhibitors, biochemical (AID 1903); SV40 large T antigen ATPase/helicase inhibition assay; higher % means a stronger effect; one-dose inhibition, % at 20 µM; IC50 in µM for titrated hits; 0.39% of 310,000 active; in the data active means a potency from the dose series; further: strong numbers were not always called active
NS5 inhibitors = Dengue-2 NS5 methyltransferase inhibitors, primary screen, biochemical, confirmation dose response (AID 588689); one-dose inhibition, % at 25 µM; IC50 in µM for titrated hits; 0.3% of 340,000 active; Genome polyprotein (Dengue virus type 2 (strain 16681-PDK53)); Dengue-2 NS5 methyltransferase capping enzyme assay, biochemical; higher % means a stronger effect; in the data active means a potency from the dose series
Yfh1-off respiration = enhancers of respiration in Yfh1-depleted yeast, dose response, Friedreich's ataxia, plus single-dose screen (AID 1465) | 0.074% of 220,000 active | one-dose fold induction at 50 µM; EC50 in µM for titrated hits | S. cerevisiae Yfh1-off respiration, WST-1 reduction, 72 h; higher fold induction means a stronger effect;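 active means fold induction of absorbance versus untreated yeast above a set limit, then at least 30% activation at any dose in follow-up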;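 further: activators that raise dye reduction in frataxin-depleted yeast; strong numbers were not always called active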
NTR1 agonist = agonists of NTR1, primary screen, imaging, U2OS cells, beta-arrestin-GFP, high content (AID 493036); Neurotensin receptor type 1 (Homo sapiens), P30989; NTR1-U2OS beta-arrestin-GFP spot imaging, agonist mode; activation, % at 20 µM; 0.17% of 330,000 active;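 active means activation at or above 40% of the spot to cytoplasm intensity ratio, with at least 20 cells analyzed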;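 further: 0% = DMSO without peptide and 100% = 100 nM NTR1 peptide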
Target sequence (P30989 whole entry, looked up): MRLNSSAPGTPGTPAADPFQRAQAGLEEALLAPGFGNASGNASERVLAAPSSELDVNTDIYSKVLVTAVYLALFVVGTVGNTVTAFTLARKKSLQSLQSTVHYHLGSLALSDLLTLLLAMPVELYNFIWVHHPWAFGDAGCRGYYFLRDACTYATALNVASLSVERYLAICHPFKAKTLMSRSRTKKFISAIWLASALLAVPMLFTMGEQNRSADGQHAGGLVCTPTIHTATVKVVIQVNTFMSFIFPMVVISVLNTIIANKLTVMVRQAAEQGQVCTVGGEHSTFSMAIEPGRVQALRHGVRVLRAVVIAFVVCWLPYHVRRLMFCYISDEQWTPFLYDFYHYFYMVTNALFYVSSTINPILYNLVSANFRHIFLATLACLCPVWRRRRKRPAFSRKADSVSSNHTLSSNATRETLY
NTR1 agonist cell count 20 µM = also measured in NTR1 agonist; calls as there; cell count; measured here: cell count, cytotoxicity flag
The depositor's hits bear a star; i = inactive; . = not tested or not shown. Compounds as they come. Share with any hit: about 1.7%.

SMILES	AID2073	Rac1 GTP hydrolysis	GPR35 arrestin U2OS	GPR55 beta-arrestin	GPR55 LPI antagonism	SV40 large T antigen	NS5 inhibitors	Yfh1-off respiration	NTR1 agonist	NTR1 agonist cell count 20 µM
COC(=O)CC1C(=O)NCCN1C(=S)NC(=O)c1ccccc1[N+](=O)[O-] (stereo unspecified)	-12%	11%	-12%	0.6%	3%	6%	0%	i	-0.5	81
O=C1c2cccc(OCc3ccc(F)cc3)c2CCN1Cc1ccc(F)cc1	6%	15%	-10%	1.4%	16%	10%	-5%	.	1.0	52
CN1C(=O)CSC1=Nc1ccc(F)cc1	0%	4%	8%	-0.2%	10%	9%	3%	.	0.5	68
Cc1noc(C)c1C(=O)NCc1cccs1	-6%	8%	10%	-0.2%	6%	2%	-4%	i	2.4	64
COc1cccc(/C=N/NC(=O)C(C)n2nc(C)c([N+](=O)[O-])c2C)c1O (stereo unspecified)	5%	10%	2%	0.4%	5%	8%	-4%	.	0.4	49
Cc1ccc(NC(=O)CCNC(=O)Cn2cnc3ccccc3c2=O)cc1F	12%	5%	0%	0.3%	-15%	5%	-3%	.	-1.0	50
Cc1ccc(C(C(=O)NC2CCCC2)N(C(=O)Cc2cccs2)c2ccc3c(c2)OCCO3)cc1 (stereo unspecified)	12%	2%	-13%	-0.3%	-5%	5%	-1%	i	2.3	50
Cc1nn(C)c(C(=O)NNC(=S)NCc2ccco2)c1Br	-24%	4%	-7%	0.8%	-11%	7%	-2%	i	-1.5	30
COCCCNC(=S)Nc1ccc(CC(=O)O)cc1	6%	3%	8%	-0.4%	13%	1%	-9%	i	0.5	48
COC(=O)c1ccc2c(=O)n(CCN3CCOCC3)c(=S)[nH]c2c1	-19%	10%	-6%	-0.1%	2%	5%	-2%	i	0.0	61
CCN1C(=O)N[C@@H](CCc2ccccc2)[C@H](C(=O)OC)[C@H]1C	.	4%	.	.	.	7%	-16%	i	-0.2	55
C/C(Cn1nnc([N+](=O)[O-])n1)=N\NC(=O)c1ccc(O)cc1	-2%	4%	10%	0.3%	8%	23%	-8%	i	-0.8	59
COc1cc(OC)c(C2N(c3ccc(Cl)cc3)C(=O)C3CCCN32)cc1OC (stereo unspecified)	-3%	4%	5%	-0.1%	3%	9%	-2%	i	-1.2	48
CC(NCc1ccccc1Cl)C(=O)Nc1ccc(C#N)cc1 (stereo unspecified)	2%	-1%	-5%	0.0%	4%	12%	-4%	i	0.1	69
Fc1ccc(-c2csc3nnc(SCc4cccnc4)n23)cc1	-6%	2%	-10%	-0.1%	11%	34%	-2%	i	0.0	62
Cc1nn2c(-c3ccco3)nnc2c2ccccc12	6%	8%	-10%	0.4%	-9%	11%	5%	i	0.6	70
CCN(CC)CCNC(=O)Cn1cnc2sc(C)c(S(=O)(=O)N3CCOCC3)c2c1=O	8%	1%	-9%	-0.1%	1%	3%	-7%	i	0.8	77
O=C(NC1CC1)c1cc2cc(Br)ccc2s1	9%	6%	-4%	0.3%	3%	2%	-4%	.	0.6	59
Cn1c(=O)c2c3c(sc2n2c(SCc4ccccc4)nnc12)CCCC3	2%	.	-3%	0.2%	-2%	10%	.	i	16	75
Cc1oc(-c2ccccc2Cl)nc1CS(=O)CC(=O)NCCc1ccccc1 (stereo unspecified)	6%	5%	-2%	-0.2%	-22%	11%	-11%	.	-0.1	64
C=CCNC(=O)c1onc(CSc2cccc3ccccc23)c1C(=O)O	4%	13%	5%	-0.1%	-4%	19%	7%	i	-2.7	94
COc1ccc(/C(C)=N/NC(=O)OC(C)(C)C)cc1[N+](=O)[O-]	17%	-1%	13%	-0.1%	9%	5%	1%	i	-0.1	55
C/C(=N/NC(=O)c1cc(O)c(O)c(O)c1)c1ccc([N+](=O)[O-])cc1	24%	-40%	-9%	0.0%	-2%	8.7µM*	63%	i	.	.
COc1cc(OC)cc(C(=O)NNC(=O)Cc2ccc(OC)c(S(=O)(=O)N3CCOCC3)c2)c1	5%	15%	4%	0.2%	2%	10%	0%	i	0.2	58
COC(=O)NNC(=O)COc1cc(C)c(Br)cc1C(C)C	-15%	10%	-5%	0.1%	2%	6%	1%	i	1.8	44
Cc1ccccc1CC(=O)N1CCCC(CCC(=O)N2CCN(c3ccccn3)CC2)C1 (stereo unspecified)	-6%	6%	-1%	-0.2%	-20%	-3%	-12%	i	0.0	45
Cc1cnc(C(=O)OC(C)C(=O)c2c(C)[nH]c3ccccc23)cn1 (stereo unspecified)	.	10%	.	.	.	23%	-6%	.	1.4	40
COc1ccc(-c2cc(=O)oc3c(C)c(OCC(=O)NCC4CCC(C(=O)O)CC4)ccc23)cc1 (stereo unspecified)	8%	4%	-1%	-0.1%	4%	.	2%	.	-1.4	77
Cn1c2ccccc2c(=O)c2cc(C#Cc3ccc(N)cc3)ccc21	22%	6%	-14%	-0.3%	-15%	10%	-2%	.	5.6	69
O=C(NNC(=O)c1ccccc1O)c1ccc(S(=O)(=O)Nc2ccccc2F)cc1	.	-1%	.	.	.	3%	2%	.	1.4	57
Cc1ccc(C)c(SCC(=O)NC(=O)Nc2ccc3c(c2)OCCO3)c1	1%	1%	1%	-0.3%	13%	4%	4%	i	5.3	43
NC(=O)c1c(NC(=O)C(=O)N2CCOCC2)sc2c1CCC2	-2%	6%	-10%	0.3%	8%	21%	-4%	.	1.2	68
COc1ccc([N+](=O)[O-])cc1NC(=O)COC(=O)C1CC1	-5%	-1%	-12%	-0.4%	0%	13%	1%	i	-0.9	49
CC(C)OCCCNC(=O)c1ccc(N(C)S(C)(=O)=O)cc1	4%	13%	1%	-0.2%	0%	2%	-7%	i	3.2	81
CCOc1ccc(NC(=O)c2ccc(CNc3c(N4CCCC4)c(=O)c3=O)cc2)cc1	0%	12%	-8%	0.6%	-2%	14%	4%	i	-0.7	52
Cc1nc(N)[nH]c(=O)c1Oc1cccc(C(F)(F)F)c1	0%	3%	18%	0.2%	9%	1%	-1%	i	4.7	41
CCC(C)[C@H](NC(=O)N1CC(=O)Nc2ccccc21)C(=O)Nc1ccccc1C (stereo partly specified)	2%	8%	10%	-0.1%	5%	9%	-5%	.	0.3	65
COc1ccc(C(=O)NNC(=O)CSc2nnc(COc3ccccc3OC)n2C)cc1	6%	-2%	4%	0.1%	4%	6%	-6%	i	0.7	50
COc1ccc(Nc2ncnc3c2oc2ccccc23)cc1	7%	13%	-11%	0.0%	-2%	14%	0%	i	0.7	55
CC(=O)Nc1ccc(NC(=O)CSc2nc(C)nc3sc(C)c(C)c23)cc1	9%	-5%	11%	0.2%	-1%	5%	-3%	i	0.5	55
Cn1cc(CNCc2cn(C)nc2-c2ccc(C3CCCCC3)cc2)cn1	1%	-3%	6%	0.3%	-5%	10%	-2%	i	0.5	51
O=C(c1ccc([N+](=O)[O-])cc1)N1CCSC1c1ccccc1 (stereo unspecified)	0%	1%	5%	0.1%	4%	-3%	-1%	i	-0.4	52
CC(=O)Nc1ccc(/C=C/c2noc(-c3ccccc3O)n2)cc1	18%	5%	-10%	0.6%	-14%	7%	6%	.	-1.0	86
Cc1cc(C)c(S(=O)(=O)c2ccccc2C(C)C)c(=O)[nH]1	-7%	.	-8%	-0.1%	-9%	0%	-3%	.	.	.
COc1cc(/C=N/Nc2ccccn2)cc(OC)c1O	-10%	35µM*	4%	0.2%	1%	30%	5%	i	-0.1	90
COCC(C)NC(=O)c1cc2c(ccc3ccccc32)oc1=O (stereo unspecified)	22%	18%	-6%	-0.4%	1%	14%	-2%	.	0.2	75
O=C(N/N=C/c1cccc2nccnc12)c1ccncc1	14%	.	1%	-0.1%	-7%	4%	.	i	0.5	31
CCN(CC)CCNC(=O)c1ccc(NC(=O)c2c(C)nn(-c3ccc(F)cc3)c2Cl)cc1	14%	7%	-18%	-0.3%	0%	9%	-5%	.	-1.4	33
Cc1n[nH]c(C)c1CCCCOc1ccc([N+](=O)[O-])cc1	0%	12%	-1%	-0.3%	-24%	9%	-10%	.	-0.1	70
Cc1nn2c(-c3ccccc3)nnc2c2ccccc12	21%	1%	-3%	1.1%	0%	1%	-1%	i	-0.9	78
O=S(=O)(c1ccccc1)c1cnn(-c2ccccc2)c1-c1ccc(Cl)cc1	29%	2%	7%	0.3%	8%	7%	0%	i	4.2	85
CC(C)c1ccc(Nc2nnc(SCC(=O)Nc3ncc(S(=O)(=O)c4ccc([N+](=O)[O-])cc4)s3)s2)cc1	24%	-12%	28%	0.4%	-5%	7%	-1%	i	5.7	35
CCO[C@H]1OC(C(=O)N2CCCCCCC2)=C[C@@H](c2ccccc2)[C@@H]1CCCO	-6%	4%	-15%	0.1%	12%	4%	-6%	.	0.1	67
CCOC(=O)c1ccc(N=c2scc(C)n2CC)cc1	4%	11%	7%	-0.4%	8%	0%	-11%	i	-2.1	75
COc1cccc(OCCCCCCN2CCOCC2)c1	-3%	12%	-1%	-0.2%	0%	1%	-2%	i	-0.6	44
CN(C)CCCN(C(=O)c1ccc(C(=O)c2ccccc2)cc1)c1nc2ccc(F)cc2s1	6%	12%	9%	-0.1%	-6%	-6%	-6%	.	16	54
O=C(Nc1nncs1)c1ccc(N2C(=O)C3C4C=CC(C4)C3C2=O)cc1 (stereo unspecified)	-3%	-1%	-18%	0.2%	-5%	5%	-11%	i	0.7	84
CC(NC(=O)c1cc2cc(Br)ccc2oc1=N)c1ccccc1 (stereo unspecified)	-2%	5%	-7%	0.2%	8%	12%	0%	.	21	55

Complete entries, quoted from the list. Screens in order: AID2073	Rac1 GTP hydrolysis	GPR35 arrestin U2OS	GPR55 beta-arrestin	GPR55 LPI antagonism	SV40 large T antigen	NS5 inhibitors	Yfh1-off respiration	NTR1 agonist	NTR1 agonist cell count 20 µM
COC(=O)CC1C(=O)NCCN1C(=S)NC(=O)c1ccccc1[N+](=O)[O-] (stereo unspecified) is listed with -12%	11%	-12%	0.6%	3%	6%	0%	i	-0.5	81
COC(=O)NNC(=O)COc1cc(C)c(Br)cc1C(C)C is listed with -15%	10%	-5%	0.1%	2%	6%	1%	i	1.8	44
COc1ccc(-c2cc(=O)oc3c(C)c(OCC(=O)NCC4CCC(C(=O)O)CC4)ccc23)cc1 (stereo unspecified) is listed with 8%	4%	-1%	-0.1%	4%	.	2%	.	-1.4	77
